TWEAK-Fn14 inh: inhibitors of TWEAK-Fn14 signaling, primary screen, luciferase reporter cells, uHTS; TWEAK-stimulated Fn14 reporter cells, luciferase luminescence, 8 h; inhibition, % at 10 µM; actives 2% (n = 360,000); in the data active = inhibition above about 50%
TRAIL sens C8: viability loss with TRAIL in NB7+C8 cells, primary screen, TRAIL sensitizer project, cell-based, ATPlite luminescence | AID 624354, 2012 | actives 1% (n = 360,000) | inhibition (viability loss, TRAIL sensitization), % at 10 µM;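 active = compounds causing at least 50% loss of cell viability in the single-dose screen, relative to plate controls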
LRH-1 inv ag: LRH-1 (NR5A2) inverse agonists, primary screen, cell-based, luminescence, HEK293T, StAR-luciferase reporter | LRH-1 transfected, 24 h | Nuclear receptor subfamily 5 group A member 2 (Homo sapiens), O00482 | actives 0.13% (n = 360,000) | AID 602396, 2012 | inhibition, % at 3.6 µM;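 active = inhibition above the mean inhibition of all tested compounds plus 3 SD, cut at about 73% in these data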;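 also: 0% = DMSO wells and 100% = reporter-only cells lacking LRH-1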
Target sequence (O00482 whole entry, looked up): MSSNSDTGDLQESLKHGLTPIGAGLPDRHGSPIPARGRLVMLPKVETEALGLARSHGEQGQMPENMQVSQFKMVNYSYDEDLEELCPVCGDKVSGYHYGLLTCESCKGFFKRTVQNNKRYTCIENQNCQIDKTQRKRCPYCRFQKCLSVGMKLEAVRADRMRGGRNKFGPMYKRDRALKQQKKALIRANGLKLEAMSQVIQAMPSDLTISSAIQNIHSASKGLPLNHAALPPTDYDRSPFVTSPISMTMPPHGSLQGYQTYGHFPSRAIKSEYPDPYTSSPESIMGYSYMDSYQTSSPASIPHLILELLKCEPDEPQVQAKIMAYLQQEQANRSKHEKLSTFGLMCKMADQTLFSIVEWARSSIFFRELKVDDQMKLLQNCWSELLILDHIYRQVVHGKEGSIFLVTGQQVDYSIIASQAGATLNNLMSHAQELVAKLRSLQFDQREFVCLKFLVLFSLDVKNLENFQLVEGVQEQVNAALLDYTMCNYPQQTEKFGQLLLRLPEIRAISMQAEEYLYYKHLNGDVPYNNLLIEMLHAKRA
SRC2 inh: inhibition of GAL4-SRC2 driven luciferase reporter, primary screen, SRC2 inhibitor project, cell-based, luminescence; Nuclear receptor coactivator 2 (Homo sapiens), Q15596; HEK293 GAL4-SRC2 luciferase reporter; inhibition, % at 9 µM; actives 0.17% (n = 370,000); AID 651957, 2012;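 active = inhibition above the mean inhibition of all tested compounds plus 3 SD, set per campaign, cut at about 52% in these data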;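 also: 0% = DMSO treated cells and 100% = cells given Gossypol at 36 µM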
TLR9-MyD88 inh: inhibitors of TLR9-MyD88 association in cells, primary screen, cell-based, CHO, BLA complementation, fluorescence; Toll-like receptor 9 (Homo sapiens) + Myeloid differentiation primary response protein …; CCF4 FRET ratio; inhibition, % at 4.98 µM; actives 0.21% (n = 340,000);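 active = inhibition above the mean over all tested compounds plus 3 SD, cut at about 21% in these data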;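 also: 0% = DMSO only wells and 100% = clavulanate BLA inhibitor control wells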
TROY NFkB inh: inhibitors of TROY-driven NF-kB signaling, primary screen, Q293 LMP1-TROYcd cells, NF-kB luciferase, uHTS. Q293 LMP1-TROYcd NF-kB luciferase reporter, 4 h. inhibition, % at 10 µM. actives 0.98% (n = 360,000). AID 1347056, 2019;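 active = compounds whose plate-normalised and pattern-corrected inhibition of the luciferase reporter signal at the single screening dose is 50% or more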
NOD2-RIPK2 inh: NOD2-RIPK2 binding disruptors in cells, primary screen, fluorescence, CHO cells, BLA complementation. CCF4 ratio. inhibition, % at 4.98 µM. actives 0.38% (n = 360,000). Receptor-interacting serine/threonine-protein kinase 2 (Homo sapiens), O43353; in the data active = inhibition above about 21%;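 also: 0% = vehicle only and 100% = reference blocker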
NCOA3 inh: SRC3 coactivator transcriptional activity inhibitors, primary screen, cell-based, luminescence. Nuclear receptor coactivator 3 (Homo sapiens), Q9Y6Q9. HEK293 GAL4-SRC3 luciferase reporter. inhibition, % at 3.6 µM. actives 0.17% (n = 360,000). AID 588352, 2011;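 active = inhibition above a per-campaign cutoff, the mean of all compounds plus 3 SD, cut at about 60% in these data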;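 also: 0% = DMSO-treated cells and 100% = gossypol-treated cells at 36 µM; higher means less SRC3-driven luciferase light from the GAL4 reporter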
EBV LMP1 NFkB: EBV LMP1-driven NF-kappaB luciferase reporter inhibitors, primary screen, cell-based, luminescence, single point | LMP1-induced NF-kappaB luciferase reporter cells | inhibition, % at 12.5 µM | actives 0.69% (n = 350,000); in the data active = inhibition above about 41%;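 also: 0% = neutral control wells and 100% = reference inhibitor control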
COUP-TFII inh: NR2F2 transcriptional activity inhibitors, primary screen, cell-based, luciferase reporter, HEK293T, luminescence; COUP transcription factor 2 (Homo sapiens), P24468; HEK293T NGFI-A luciferase reporter; inhibition, % at 8.6 µM; actives 0.7% (n = 370,000); AID 686940, 2013;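 active = inhibition above a per-plate cutoff, mean inhibition of test wells between control levels plus 3 SD, cut at about 38% in these data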;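 also: cells cotransfected with COUP-TFII expression vector driving the NGFI-A reporter; 0% = median of COUP-TF2 test wells and 100% = reporter-only cells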
Target sequence (P24468 whole entry, looked up): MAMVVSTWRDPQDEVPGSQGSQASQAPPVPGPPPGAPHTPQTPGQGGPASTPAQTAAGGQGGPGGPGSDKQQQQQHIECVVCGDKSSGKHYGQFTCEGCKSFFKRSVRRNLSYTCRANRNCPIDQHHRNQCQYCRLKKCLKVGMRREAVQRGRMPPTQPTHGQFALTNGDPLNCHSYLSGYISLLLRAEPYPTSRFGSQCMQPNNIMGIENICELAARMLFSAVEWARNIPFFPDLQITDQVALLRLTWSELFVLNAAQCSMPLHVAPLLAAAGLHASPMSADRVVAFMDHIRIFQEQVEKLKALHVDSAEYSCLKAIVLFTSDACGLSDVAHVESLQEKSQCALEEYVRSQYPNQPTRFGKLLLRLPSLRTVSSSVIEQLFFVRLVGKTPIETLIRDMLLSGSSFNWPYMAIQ
SRC1 inh: SRC1 coactivator transcriptional activity inhibitors, primary screen, cell-based, luminescence; Nuclear receptor coactivator 1 (Homo sapiens), Q15788; HEK293 GAL4-SRC1 luciferase reporter; inhibition, % at 3.6 µM; actives 0.12% (n = 360,000);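 active = inhibition above the campaign mean plus 3 SD, with each screening campaign given its own cutoff, cut at about 60% in these data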;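 also: 0% = DMSO treated cells and 100% = gossypol at 36 µM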
* marks the source's active call; other numbers are inactive results; / = no result given.

SMILES	TWEAK-Fn14 inh	TRAIL sens C8	LRH-1 inv ag	SRC2 inh	TLR9-MyD88 inh	TROY NFkB inh	NOD2-RIPK2 inh	NCOA3 inh	EBV LMP1 NFkB	COUP-TFII inh	SRC1 inh
COc1cccc(NC(=O)N2C3CCCC2CC(NC(=O)C2CC2)C3)c1 (stereo unspecified)	7.6	-6.5	1.3	6.9	-3.6	16.7	10.5	-11.1	-3.6	-15.9	-8.5
COc1ccc(NC(=O)C(c2ccccc2)n2c(=O)c(-c3ccco3)nc3ccccc32)cc1 (stereo unspecified)	/	5.1	-16.4	26.2	/	/	-8.4	/	/	10.9	/
CN(C)CC(=O)Nc1ccc2cn[nH]c2c1	18.4	-0.7	-8.6	4.9	-0.8	-8.7	-12.2	-2.1	5.7	-1.5	-39.1
Cc1cc2oc(=O)cc(CN3CCOCC3)c2cc1C	-5.1	-3.2	-10.7	-18.0	-8.2	-19.0	-8.0	19.5	1.6	8.2	2.2
Cn1c(SCC(=O)NC2CCCC2)nnc1C(F)(F)F	3.4	5.8	18.7	4.6	-10.4	-12.1	-6.6	14.8	7.7	6.0	3.9
CCOC(=O)C1(C)CCCN1C(=O)c1cccs1 (stereo unspecified)	26.7	5.7	3.5	5.2	/	9.6	-11.7	8.0	/	-17.6	-7.2
O=C(NCc1ccco1)c1ccc(=O)oc1	5.1	-22.1	13.2	-3.6	5.6	/	-2.1	-0.8	-4.9	5.8	2.9
COc1ccc2c(CC(=O)N3CCc4ccccc43)coc2c1	-32.3	20.4	-180.5	-77.6	-0.1	-18.4	0.0	-79.0	-52.5	-42.2	-77.7
CN(C)CCCOC(=O)N1c2ccccc2C=Cc2ccccc21	-21.6	-8.8	-2.2	-5.7	-1.6	-2.7	-18.8	16.4	16.7	6.8	-21.1
CCc1nc2ccc(C(=O)Nc3cccc(NS(C)(=O)=O)c3)cn2c1N(C)C(=O)c1cccc(OC)c1	13.7	-1.8	17.1	6.7	/	-21.1	-3.1	9.5	/	-4.1	-12.5
COc1ccc(C2/C(=C(/O)c3ccccc3)C(=O)C(=O)N2c2ccccn2)c(OC)c1 (stereo unspecified)	-1.6	-15.2	6.8	5.0	-0.8	0.0	0.6	-2.0	0.1	-3.0	-27.6
COc1ccccc1C(=O)NCCC(=O)NCCC12CC3CC(CC(C3)C1)C2	-9.1	6.7	-16.2	-2.4	-3.9	6.6	-3.4	-3.2	-5.5	9.1	-2.5
CC(C)(C)NC(=O)c1ccc2nccnc2c1	-15.6	-3.8	-3.6	-8.4	0.1	0.1	-5.2	5.9	-4.6	-11.3	-7.1
O=C(CN1C(=O)COc2ccccc21)Nc1ccc(F)cc1	-17.4	-7.7	-36.5	-27.2	3.3	-63.8	-6.5	-36.5	-12.0	-30.9	-39.0
COc1ccccc1Oc1ccc(N/C=C/C(=O)c2ccco2)cc1	25.5	33.0	-116.1	-44.9	12.7	22.0	-1.8	-94.5	-36.2	-16.6	-137.3
CC(C)(C)c1ccc(C(=O)NNC(=O)c2ccccc2Br)cc1	4.9	13.7	-13.3	-26.1	-1.9	-39.1	-8.1	1.7	-12.2	-26.1	-18.7
O=C1CCCCC1Sc1nnc(-c2ccc3c(c2)OCO3)o1 (stereo unspecified)	103.6*	53.3*	8.6	57.1*	10.5	87.2*	3.3	44.7	56.1*	64.2*	43.1
NS(=O)(=O)c1ccc(CCNC(=O)C(=O)NCC2OCCN2S(=O)(=O)c2ccc(Cl)cc2)cc1 (stereo unspecified)	9.1	-1.4	10.3	2.4	7.5	8.0	14.8	-19.9	10.9	7.2	22.9
CCN(CC)c1ccc(/C=N/N2CCN(c3ccccn3)CC2)cc1	4.1	-16.0	3.8	-14.2	0.6	-3.4	-4.5	22.7	-11.8	-13.1	-70.0
Cc1cc(=O)oc2cc(OCc3ccc(C(=O)N4CCN(c5ccc([N+](=O)[O-])cc5)CC4)cc3)ccc12	-9.2	-4.7	22.8	17.4	3.0	8.4	-9.4	11.9	7.2	-0.6	30.4
COc1ccc(-c2nnc(SCC(C)C)o2)cc1	26.6	32.3	-159.7	-35.1	-2.4	-17.8	8.3	-111.9	-9.2	-68.9	-110.1
C=CCn1c(SCC(=O)NC(=O)c2cccc([N+](=O)[O-])c2)nnc1-c1ccccc1F	2.6	-11.9	-10.0	7.6	-6.3	2.2	-1.8	6.3	5.5	2.4	-14.1
O=C(NCC1CCCO1)C1CCCN(S(=O)(=O)c2ccc(Br)cc2)C1 (stereo unspecified)	4.5	-7.9	-4.9	-16.6	-1.0	-24.4	-7.0	-0.7	-4.9	-0.9	-32.3
N#CC1=C(N)Nc2ncnn2C1c1ccc([N+](=O)[O-])cc1 (stereo unspecified)	-7.9	-9.9	10.4	15.6	10.7	-19.5	-9.2	3.5	-3.1	-8.2	-4.5
C[C@@H]1CN([C@H](C)CO)C(=O)CCCn2nncc2CO[C@@H]1CN(C)C(=O)Nc1ccc2c(c1)OCO2	-6.5	0.3	-18.8	-3.8	-5.0	-5.8	-14.8	-22.5	3.4	-6.3	-2.9

An excerpt from above in order of molecular weight, smallest number first:
SMILES	TWEAK-Fn14 inh	TRAIL sens C8	LRH-1 inv ag	SRC2 inh	TLR9-MyD88 inh	TROY NFkB inh	NOD2-RIPK2 inh	NCOA3 inh	EBV LMP1 NFkB	COUP-TFII inh	SRC1 inh
CC(C)(C)NC(=O)c1ccc2nccnc2c1	-15.6	-3.8	-3.6	-8.4	0.1	0.1	-5.2	5.9	-4.6	-11.3	-7.1
Cc1cc2oc(=O)cc(CN3CCOCC3)c2cc1C	-5.1	-3.2	-10.7	-18.0	-8.2	-19.0	-8.0	19.5	1.6	8.2	2.2
O=C(CN1C(=O)COc2ccccc21)Nc1ccc(F)cc1	-17.4	-7.7	-36.5	-27.2	3.3	-63.8	-6.5	-36.5	-12.0	-30.9	-39.0
COc1ccc(C2/C(=C(/O)c3ccccc3)C(=O)C(=O)N2c2ccccn2)c(OC)c1 (stereo unspecified)	-1.6	-15.2	6.8	5.0	-0.8	0.0	0.6	-2.0	0.1	-3.0	-27.6

The results go on.
SMILES	TWEAK-Fn14 inh	TRAIL sens C8	LRH-1 inv ag	SRC2 inh	TLR9-MyD88 inh	TROY NFkB inh	NOD2-RIPK2 inh	NCOA3 inh	EBV LMP1 NFkB	COUP-TFII inh	SRC1 inh
Cc1ccc(OCC(=O)Nc2nnc(-c3ccco3)s2)cc1	-33.6	-8.6	-0.5	-15.6	-4.5	-24.3	-3.5	-11.7	7.7	5.9	-9.4
COc1nc(Nc2ccc(C(C)=O)cc2)nc(OC)n1	2.0	12.7	-6.8	-33.7	-9.7	-16.7	-6.4	-7.9	-5.5	-11.2	-30.6
CCOc1ccccc1CN1CCC(N2CCOCC2)CC1	9.5	-1.3	-3.7	-3.4	-7.0	-14.6	-0.3	8.9	-2.1	-2.4	15.2
CCC(=O)Nc1ccc(N2CCN(C(=O)c3ccco3)CC2)c(Cl)c1	-7.1	7.6	9.6	-34.4	-14.4	-4.8	4.5	10.1	1.9	-7.8	-16.3
COc1ccc(NS(=O)(=O)c2ccc(-c3coc(C)n3)cc2)cc1OC	15.1	22.3	49.8	28.9	-10.6	16.3	0.8	27.4	4.2	51.5*	4.7
CN1CCCN(C(=O)CSc2ccccc2)CC1	-11.4	-10.1	12.8	3.3	-11.3	-1.9	2.9	-32.1	5.4	-1.3	-5.2
CN1Cc2c(N3CCOCC3)nc3sc(C#N)c(N)c3c2CC1(C)C	-25.9	-7.3	-4.5	-17.4	-2.3	-4.5	1.0	8.5	-6.9	-9.7	-29.8
CN1CCN(NC(=O)c2cccc(C(F)(F)F)c2)CC1	-20.9	-12.3	-6.9	-8.4	-6.3	-3.6	-10.6	11.8	0.6	-9.0	-5.1
O=C(c1ccc(-c2ccccc2Cl)o1)N1CCCC(C(F)(F)F)C1 (stereo unspecified)	-58.1	8.8	-49.1	-82.3	-0.7	-90.2	-5.5	-27.0	-39.1	-13.5	-30.8
CC(C)=CCCC(C)NC(=O)NC1CCCCC1 (stereo unspecified)	1.0	2.9	-1.5	-12.4	0.7	3.1	3.3	-31.3	-8.3	0.9	-9.9
Cc1cc(F)ccc1-c1cc(C(=O)NCc2ccco2)[nH]n1	-9.9	-3.5	-27.6	-24.9	/	-49.3	0.3	-30.6	/	-57.6	-13.2
CC1(C)CC(=O)C2=C(C1)OC(c1ccc(O)cc1)C(C#N)=C2N (stereo unspecified)	2.4	6.2	-2.5	-9.3	-14.6	16.0	0.1	10.1	-1.7	13.9	-0.8
O=C(COc1ccc(Cl)cc1)Nc1cccc(S(=O)(=O)NC2=NCCCCC2)c1	10.3	6.2	-12.6	-2.0	1.5	-6.1	-5.7	1.4	-1.0	16.7	-16.2
CC(C)c1nc(SCC(=O)Nc2cccc(C(F)(F)F)c2)c2c(=O)n(C)c(=O)n(C)c2n1	-9.3	3.1	-14.8	16.9	-1.8	16.5	-3.3	-1.2	15.5	10.1	1.2
O=C(CSc1c[nH]c2ccccc12)NCC1CCCO1 (stereo unspecified)	4.5	-0.4	-1.9	8.3	-0.8	7.8	0.3	-26.4	11.1	0.0	-24.6
COc1ccc(-c2nnc3n(CCc4ccccc4)c(=O)c4ccccc4n23)c(OC)c1	35.8	-11.8	-26.8	-9.1	-10.3	-4.0	-8.6	7.4	12.8	3.0	-5.2
CCOc1ccc(S(=O)(=O)N2CCN(c3ccc(OC)cc3)CC2)c2cccnc12	-0.4	-8.3	26.1	0.3	8.6	0.3	0.8	1.9	-25.4	8.7	-2.6
O=C(CCn1c(=O)oc2ccccc21)Nc1ccc(N2CCOCC2)cc1	38.7	-5.1	5.4	-8.8	2.6	-25.6	-0.8	-12.1	-4.0	3.0	-4.4
COc1ccc(C(=O)CCN2CCN(c3ccc(OC)cc3)CC2)cc1	12.5	-4.2	3.2	4.6	-4.6	-11.4	6.0	-10.4	1.9	-14.8	1.9
CCS(=O)(=O)N1CCN(C(=O)c2ccccc2)CC1	7.7	-10.1	3.7	-17.2	-6.1	-8.9	-6.4	-64.5	-2.9	-8.2	-8.3
O=c1c2ccccc2oc2cc(OCc3cccc(F)c3)cc(O)c12	-11.8	-1.2	12.1	12.2	-3.1	-8.0	2.2	-7.6	3.6	0.3	-16.5
CCOC(=O)C1=C(c2ccccc2)NC(SCC(N)=O)=C(C#N)C1c1cccnc1 (stereo unspecified)	6.8	-4.4	15.0	-17.2	4.0	-5.6	-4.6	-22.3	-2.8	6.3	5.9
CCN1CCN(C(=O)c2ccc(CN(c3ccc(C)c(C)c3)S(C)(=O)=O)cc2)CC1	-5.3	-4.9	10.7	0.3	-5.2	1.0	1.9	8.5	9.1	7.2	8.0
O=C(NCc1ccccn1)c1nnc(Cc2ccc(Cl)cc2)o1	4.3	3.9	-4.4	5.4	-3.4	-1.4	-10.5	-0.6	3.6	-1.1	-13.2

Only part of the results is shown, so the mix of outcomes need not match the whole.
